# High-throughput results from PubChem BioAssay.
# HCV NS3 hel inh = inhibitors of HCV NS3 helicase, primary screen, biochemical, Cy5 molecular beacon fluorescence. Hepatitis C virus NS3 helicase. NS3 helicase DNA unwinding. inhibition, % at 10.9 µM. 290,000 tested, 0.56% active. AID 1800, 2009;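 active = inhibition above the mean of all tested compounds plus 3 SD, set per campaign, cut at about 35% in these data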;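 note: 0% = DMSO wells and 100% = thioflavine S control wells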
#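 System: Hepatitis C virus NS3 helicase domain fragment enzyme | Reagent: Annealed dual-labelled DNA beacon duplex, ATP-started | Compound dosing: 10.9 µM single point, 0.8% DMSO | Incubation: 1 h reaction at 25 °C, ATP-initiated | Technique: Cy5 fluorescence | Evaluation: Percent inhibition from t60/t0 fluorescence ratio | Benchmarks: Low DMSO, high thioflavine S at 110 µM | Replication: Singlicate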
# SUMO HTRF inh = inhibitors of in vitro SUMOylation cascade, primary screen, biochemical, HTRF, uHTS | SUMO-conjugating enzyme UBC9 (Homo sapiens), P63279 | HTRF SUMOylation assay, SAE1/SAE2 + UBC9 | inhibition, % at 35 µM | 290,000 tested, 0.36% active | AID 2006, 2009; in the data active = inhibition above about 50%, passing the limit was not always enough; note: strong numbers were not always called active
# Target sequence (P63279 whole entry, looked up): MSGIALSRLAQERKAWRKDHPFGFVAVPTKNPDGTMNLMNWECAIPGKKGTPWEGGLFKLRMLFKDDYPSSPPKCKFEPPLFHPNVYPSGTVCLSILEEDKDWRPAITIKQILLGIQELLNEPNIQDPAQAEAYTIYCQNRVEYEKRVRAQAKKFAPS
# FID counter = compounds displacing fluorescent DNA intercalator, primary screen, artefact control for HCV NS3 helicase inhibitor project, biochemical, FID fluorescence; DNA fluorescent intercalator displacement; inhibition, % at 7.9 µM; 290,000 tested, 0.17% active; AID 1845, 2009; in the data active = inhibition above about 37%;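 note: 0% = vehicle and 100% = reference compound; higher means more ethidium bromide displaced from hairpin DNA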
# IDE act = human IDE activators in live cells, primary screen, fluorescence polarization, HEK cells, FAbeta-B substrate; AID 493087, 2011; activation, % at 5.96 µM; FAbeta-B cleavage; 0% vehicle, 100% cell-free pure enzyme wells; 340,000 tested, 0.073% active;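 active = activation above the mean of all tested compounds plus 3 SD, set per screening campaign, cut at about 17% in these data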
# PfM18AAP inh = PfM18AAP inhibitors, malaria aminopeptidase, primary screen, biochemical, QFRET, recombinant enzyme; M18 aspartyl aminopeptidase (Plasmodium falciparum 3D7); H-Glu-NHMec fluorogenic cleavage; inhibition, % at 7.35 µM; 290,000 tested, 1.2% active;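 active = inhibition above the campaign mean inhibition over all tested compounds plus 3 SD, cut at about 28% in these data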;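 note: 0% = plate median of test compound wells and 100% = 2 mM ZnCl2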
# IDE inh = human IDE inhibitors in live cells, primary screen, fluorescence polarization, HEK cells, FAbetaB substrate; FAbetaB cleavage; 320,000 tested, 0.41% active; inhibition, % at 5.59 µM;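 active = percent inhibition above the average of all tested compounds plus 3 SD, set per screening campaign, cut at about 16% in these data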;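 note: IDE supplied by intact live HEK cells; FP after avidin binding of uncleaved biotin substrate so inhibition keeps polarization high; 0% = DMSO wells and 100% = 60 µM reference IDE inhibitor Ii1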
# IMP-1 inhibitor = IMP-1 metallo-beta-lactamase inhibitors, primary screen, biochemical, epi-absorbance readout, Pseudomonas aeruginosa enzyme; purified IMP-1, nitrocefin hydrolysis, epi-absorbance fluorescence; inhibition, % at 5.6 µM; 290,000 tested, 0.45% active; AID 1556, 2009;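 active = inhibition above the mean plus 3 SD of all compounds in the same screening run, cut at about 4.5% in these data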;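 note: 0% = IMP-1 with DMSO and 100% = DMSO wells lacking enzyme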
#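 System: purified recombinant IMP-1 beta-lactamase. Medium: Zinc- and detergent-supplemented HEPES buffer, pH 7.1. Compound: one 5.6 µM dose […]. Schedule: 15 min preincubation plus 25 min reaction at 25 °C. Technique: Epi-absorbance fluorescence, 480 nm excitation, 530 nm emission.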
# VIM-2 inh = VIM-2 metallo-beta-lactamase inhibitors, primary screen, biochemical, epi-absorbance readout, Pseudomonas aeruginosa enzyme; purified VIM-2, nitrocefin hydrolysis, epi-absorbance fluorescence; inhibition, % at 5.6 µM; 290,000 tested, 0.89% active;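 active = inhibition above the mean of all tested compounds plus 3 SD, cutoff set per screening run, cut at about 7.5% in these data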;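 note: red hydrolysis product quenches plate fluorescence so inhibitors raise well fluorescence; 0% = enzyme with DMSO and 100% = DMSO without enzyme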
# p-CIP stab down = p/CIP-EGFP fusion destabilizers, primary screen, fluorescence, F442A cells | decrease of EGFP signal, % at 10 µM | Q05BA5 | 16 h | 290,000 tested, 0.01% active;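 active = EGFP signal decrease of at least 30% at 10 µM or well 3 SD below plate mean, unless failing retest; inactive = the rest, including hits failing retest or dose response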; note: some compounds called inactive have numbers as strong as hits; many of its hits are not listed in these tables
# Active calls of the source: *; . = not tested or not shown; & = joins results of further samples.
# Below each SMILES – HCV NS3 hel inh	SUMO HTRF inh	FID counter	IDE act	PfM18AAP inh	IDE inh	IMP-1 inhibitor	VIM-2 inh	p-CIP stab down
- COc1ccc(-c2cc(=NCCCCCC(=O)O)c3cc(C)ccc3o2)cc1
→ 0.4	43.5	-12.8	5.3&6.6	2.3	.	-2.8	1.9	-12.0
- COc1ccc(-c2n(-c3ccccn3)c3ccccc3[n+]2-c2ccccn2)cc1
→ -0.3	20.6	-2.8	7.8	4.6	.	-3.9	-2.4	-6.4
- Cc1cc(Br)ccc1N1C(=O)CC(=O)NC1=O
→ 14.3	7.7	-5.0	1.4	-10.8	1.1	-1.0	0.0	0.9
- Nc1ccc2c(c1)oc1ccccc12
→ 2.1	-5.1	0.8	-8.7	-1.0	3.3	-1.0	0.8	-17.0
- O=C(NCc1ccc(C(=O)N2CCC3(CC2)OCCO3)cc1)c1ccc2c(c1)OCO2
→ 4.0	13.3	-7.8	-6.1	7.2	-3.7	-2.4	-2.4	-8.9
- CCN1CCN(CC(c2ccccc2)c2ccccc2)CC1
→ -15.2	10.4	15.3	1.3	6.2	3.5	-2.9	-1.9	-8.3
- Cc1cccc(C)c1OC(=O)Cc1ccccc1
→ -0.7	0.5	-2.6	6.0	-3.5	-2.8	-1.0	-1.9	0.1
- COc1ccc(C2CN(C)CC2C(=O)c2ccc(F)cc2)cc1Cl (stereo not given)
→ -4.2	4.2	5.7	-5.5	-12.4	-3.2	0.1	2.0	2.6
- O=C(CN1CC(c2ccccc2)CC1=O)Nc1cccc(F)c1 (stereo not given)
→ 9.1	-1.9	-17.4	1.4	-2.2	0.3	-3.1	-3.4	-6.9
- CCCNC(=O)N1C2CCC1CC(O)(c1cccnc1)C2 (stereo not given)
→ -5.9	-1.4	0.0	-0.6	-4.7	4.6	-2.9	-2.8	-15.6
- CCCC(=O)N(C)C1=Nc2ccc(Cl)cc2C(c2ccccc2)=[N+]([O-])C1
→ -15.8	5.7	-20.3	4.4	-3.2	1.4	-3.4	-1.7	1.4
- Cc1ccc2c(CN3CC=C(c4ccccc4)CC3)cc(=O)oc2c1C
→ -3.8	-10.3	-4.7	1.8	9.0	0.1	-2.3	0.1	1.8
- Cc1cccc(-n2c(C)nc3ccc(Cl)cc3c2=O)c1
→ -1.6	11.3	-9.7	4.2	6.9	0.7	-3.5	-0.2	-3.3
- Cc1ccc2c(c1)C1CN(C)CCC1N2C(=O)/C(C#N)=C/c1ccc2c(c1)OCO2 (stereo not given)
→ -14.0	10.5	12.0	3.6	-2.4	1.3	-3.2	-2.6	-3.3
- O=c1[nH]c(=O)n(-c2ccc(Cl)cc2)c(O)c1C=NCCN1CCCCC1
→ 0.1	2.3	-2.3	-0.1	0.4	3.8	-1.6	-0.6	-8.9

# Reprinted at random: 2 records from the list.
# Below each SMILES – HCV NS3 hel inh	SUMO HTRF inh	FID counter	IDE act	PfM18AAP inh	IDE inh	IMP-1 inhibitor	VIM-2 inh	p-CIP stab down
- COc1ccc(-c2n(-c3ccccn3)c3ccccc3[n+]2-c2ccccn2)cc1
→ -0.3	20.6	-2.8	7.8	4.6	.	-3.9	-2.4	-6.4
- Cc1ccc2c(CN3CC=C(c4ccccc4)CC3)cc(=O)oc2c1C
→ -3.8	-10.3	-4.7	1.8	9.0	0.1	-2.3	0.1	1.8

# New compounds follow:
# Below each SMILES – HCV NS3 hel inh	SUMO HTRF inh	FID counter	IDE act	PfM18AAP inh	IDE inh	IMP-1 inhibitor	VIM-2 inh	p-CIP stab down
- CC(C(=O)Nc1ccc(Cl)cc1Cl)N1CC=C(c2ccccc2)CC1 (stereo not given)
→ -7.3	-16.7	1.3	5.8	0.5	-4.6	-4.2	-4.6	-0.5
- CCOP(=O)(OCC)C(O)c1ccc(N(C)C)cc1 (stereo not given)
→ -7.4	16.8	-4.7	1.4	0.9	-1.8	-0.8	-1.7	-131.9
- CCOc1ccccc1OCC(=O)Nc1ccc(Cl)cc1C(=O)c1ccccc1
→ 6.2	-17.8	-2.3	1.2	-14.3	-6.8	1.0	0.3	0.6
- Cc1ccc(-n2c(O)c(C=NC3CCCCC3N)c(=O)[nH]c2=O)cc1C (stereo not given)
→ -8.8	20.5	-7.0	-3.7	14.1	-3.0	-1.6	-5.3	-11.9
- O=C(Cc1ccccc1)OC(COCc1ccccc1)CN1CCOCC1 (stereo not given)
→ -1.5	-5.6	1.1	1.0	-15.6	-3.1	-3.3	-2.0	7.0
- N#CC1(c2ccccc2)CCN(C2CC(=O)N(c3cccc(F)c3)C2=O)CC1 (stereo not given)
→ 1.1	12.9	-18.6	4.1	-1.4	6.2	-2.1	-2.7	2.3
- S=C1NC2(CCCCC2)NC12CCCCC2
→ 8.8	10.8	-3.2	0.0	-4.7	5.1	-1.8	0.3	-2.9
- COc1ccc(OC)c(CN2CCN(C(=O)Cc3ccccc3)CC2)c1
→ 2.3	20.9	-8.3	1.9	-12.3	-8.3	-0.8	0.3	-2.8
- O=c1c2ccccc2nc(-c2ccccc2)n1-c1ccccc1
→ 0.7	-5.6	-16.6	3.8	6.2	5.0	-4.5	-0.5	-18.3
- CCN1CCN(c2ccc(NC(C)=O)cc2Cl)CC1
→ 2.5	16.1	-0.3	-4.2	-5.0	-0.3	-1.6	0.8	-11.9
- O=c1[nH]c(=S)n(-c2ccccc2Cl)c(O)c1C=NCCN1CCNCC1
→ -6.4	-2.8	-6.9	0.9	-8.6	.	-2.4	-2.1	-12.0
- CCSc1nnc([C@@H](N)Cc2c[nH]c3ccccc23)o1
→ -2.0	15.0	-7.7	5.3	-9.4	1.9	-2.4	-4.1	0.7
- O/N=C1\CCC2CN(C3CCCCC3)CC2C1 (stereo not given)
→ 0.6	26.0	-0.8	1.1	-10.1	5.6	-1.8	1.4	-1.4
- CN1C(=O)C(=Cc2cc([N+](=O)[O-])ccc2N2CCCCC2)C(=O)N(C)C1=O
→ -10.6	8.2	-0.1	7.4	-10.1	6.6	-1.6	-1.0	-5.8
- CN1CCc2nc(SCC(=O)OC(C)(C)C)c(C#N)cc2C1
→ .	20.5	.	-1.5	.	1.9	.	.	-10.9
- CC(C)N1OC2CC1c1nc3ccccc3n1C2 (stereo not given)
→ .	2.9	.	-2.7	.	6.0	.	.	-9.7
- C[C@]12CC[C@@H](O)C[C@@H]1CC[C@@H]1[C@@H]2CC[C@]2(C)C(=O)CC[C@@H]12
→ -5.9	7.3	-28.4	-1.1	3.2	3.0	-0.3	0.3	-7.7
- O=C1CN=C(c2ccccc2)c2ccccc2N1
→ 4.0	3.1	-6.9	-4.4	3.1	0.5	-3.0	-4.3	2.5
- O=c1[nH]c(=O)n(-c2ccccc2)c(O)c1/C=C/C=Nc1ccccc1
→ 7.1	4.0	-3.3	-25.7	1.5	33.8*	4.2	3.5	-73.8
- CN(C)C1=C(C#N)C(c2ccccc2)=NP(N(C)C)(N(C)C)=N1
→ 2.2	10.3	-6.4	-0.5	2.9	5.2	-1.2	-0.7	-7.3
- CC(=O)Nc1ccc(OC(=O)N2CCCCC2)cc1
→ 0.2	-1.8	-3.1	-1.9	0.9	3.8	-0.9	1.5	-2.9
- CN(C)c1ccc(/C=C2/C(=N\O)C3CCN2CC3)cc1
→ 6.5	20.6	-4.5	6.1	8.8	5.4	-2.6	-0.8	2.5
- COc1ccccc1NC1=NCCS1
→ 7.8	7.0	-0.9	1.2	8.0	-2.9	-2.6	-2.9	3.5
- Cc1cc(NC(=O)CCC(=O)N2CCC3(CC2)OCCO3)no1
→ 21.9	-1.6	-0.9	-6.0	-3.7	3.0	-0.6	-0.7	-1.0
- CC/C(=N\N1CCN(C)CC1)c1c(O)[nH]c(=O)[nH]c1=O
→ -3.3	-12.1	2.4	0.0	3.7	2.7	-1.7	-1.8	6.9
- CS(=O)(=O)NNP(=O)(NNS(C)(=O)=O)NC(=O)c1ccc(Br)cc1
→ -6.5	-0.7	2.2	0.2	8.0	-7.0	-2.0	-3.8	2.8
- CC12CC[C@H]3[C@@H](CCC4(O)C[C@H](O)CCC34/C=N/NC(=O)c3ccccc3[N+](=O)[O-])C1(O)CCC2C1=CC(=O)OC1 (stereo not given in full)
→ -7.6	-2.1	-27.5	3.8	0.9	1.7	-2.1	-2.2	5.2
- O=C(CN1CCOCC1)c1ccc2cc[nH]c2c1
→ -0.2	22.7	-1.5	3.5	-4.2	2.1	-3.8	-2.3	-9.8
- O=c1c2ccccc2nc(-c2ccccc2)n1-c1ccncc1
→ -8.7	-1.6	-6.6	-4.5	3.3	-4.0	-3.4	-0.9	22.6
- CC(=O)Cc1c[nH]c2ccccc12
→ -16.1	15.8	-0.8	.	2.9	2.0	-2.4	-2.1	10.3
- CC(C)CCP(=O)(O)c1ccccc1
→ 2.4	11.6	3.0	5.7	-3.2	-4.2	-3.2	-2.4	-7.3
- O=C(NCCN1CCOCC1)c1ccc(Cl)nc1
→ -4.0	16.2	-0.9	0.7	3.3	-1.2	-0.9	1.5	-7.6
- O=c1[nH]c(=S)[nH]c(O)c1N=Nc1ccc(S(=O)(=O)N2CCc3ccccc32)cc1
→ 4.0	13.3	-7.8	-4.8	6.1	5.3	-2.1	-4.9	-9.8
- C=CCNC(=O)c1c(N)n(CCN2CCOCC2)c2nc3ccccc3nc12
→ -7.1	19.8	0.0	6.4	2.9	3.1	-2.7	4.7	-3.5
- COc1cccc(-n2c(O)c(C=Nc3c(C)n(C)n(-c4ccccc4)c3=O)c(=O)[nH]c2=O)c1
→ 3.2	-0.1	-7.7	0.1	1.1	1.0	-3.9	-2.0	0.8
- O=C(Cn1ncc2c3ccccc3n(Cc3ccccc3)c2c1=O)N1CCC2(CC1)OCCO2
→ 0.2	9.0	-33.0	.	3.8	.	-0.9	1.0	-6.6
- COc1cc(C2SCC(=O)Nc3c2c(=O)[nH]n3C2CCCCCC2)cc(OC)c1OC (stereo not given)
→ 9.9	26.7	-29.5	2.6	-3.2	5.3	-2.4	-4.9	-9.8
- CC1(C)N=C(c2ccccc2)[C@@H]2C(c3ccc([N+](=O)[O-])cc3)N21 (stereo not given in full)
→ -3.5	5.8	-2.1	1.5	-11.4	-1.0	-3.2	-1.6	-0.4
- COc1ccc(NC(=O)c2cc([N+](=O)[O-])ccc2N2CCNCC2)cc1
→ 11.5	2.7	12.7	9.1	9.6	-2.1	-3.2	-3.4	-14.4
- COC(=O)Cn1cc(/C=C2\C(=O)NC(=O)N(c3ccccc3)C2=O)c2ccccc21
→ 12.7	16.8	-5.2	-2.7	18.3	-1.9	0.1	0.8	7.4
- CC(C(=O)O)N(C(=O)c1ccccc1)c1ccc(F)c(Cl)c1 (stereo not given)
→ -8.7	5.5	-8.4	2.7	-1.7	1.6	-1.4	0.5	4.0

# The list is partial; count on the stated rates, not on these rows.
